Compound activity: PubChem, National Center for Advancing Translational Sciences (NCATS)
L3MBTL1 inh = qHTS Assay for the Inhibitors of L3MBTL1; AID 485360, 2010; Potency, µM (top dose mostly 57.1 µM), without a hit: at the top dose activity, negative = inhibition, actives largely listed as inhibitors; 230,000 tested, 0.66% active; AlphaScreen L3MBTL1–H3K9me1 peptide binding; further: nearly all actives have a fitted effect of over 60% in size
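Displacement of a biotinylated histone H3(1-15) peptide monomethylated at Lys9 (75 nM) from L3MBTL1 (50 nM) was measured by AlphaScreen after a 30 min room-temperature compound incubation; cefsulodin titration served as intraplate control.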
TexasRed fluor = Total Fluorescence Counterscreen for Inhibitors of the Interaction of Thyroid Hormone Receptor and Steroid Receptor Coregulator 2; Potency, µM (highest dose often 106 µM), inactives show at the top dose fluorescence change, negative = quenching; AID 1479, 2009; TRb/SRC2 Texas Red total fluorescence interference; 280,000 tested, 0.29% active; active means well fitted curve in either direction with a large enough effect; inconclusive means small, poorly fitted or top-dose-only effect
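Human TRb ligand-binding domain at 0.6 uM with 20 nM Texas Red SRC2 peptide in Tris buffer containing 1 uM T3 and 5% DMSO, incubated with compound 5 h at ambient temperature. Total fluorescence (555/632 nm) calculated as parallel + 2 × perpendicular.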
TRb SRC2 PPI = qHTS for Inhibitors of the Interaction of Thyroid Hormone Receptor and Steroid Receptor Coregulator 2; Potency, µM (series often up to 106 µM), inactives show top-dose activity change, negative = inhibition, most hits filed as inhibitors; AID 1469, 2008; 280,000 tested, 0.065% active; TRbeta-SRC2 peptide binding, fluorescence polarization; receptor liganded with 1 µM T3; Thyroid hormone receptor beta (Homo sapiens), P10828;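 further: plate controls were bound peptide for no effect and peptide without receptor for full effect; nearly all actives have a fitted effect of over 50% in size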
Target sequence (P10828 whole entry, looked up): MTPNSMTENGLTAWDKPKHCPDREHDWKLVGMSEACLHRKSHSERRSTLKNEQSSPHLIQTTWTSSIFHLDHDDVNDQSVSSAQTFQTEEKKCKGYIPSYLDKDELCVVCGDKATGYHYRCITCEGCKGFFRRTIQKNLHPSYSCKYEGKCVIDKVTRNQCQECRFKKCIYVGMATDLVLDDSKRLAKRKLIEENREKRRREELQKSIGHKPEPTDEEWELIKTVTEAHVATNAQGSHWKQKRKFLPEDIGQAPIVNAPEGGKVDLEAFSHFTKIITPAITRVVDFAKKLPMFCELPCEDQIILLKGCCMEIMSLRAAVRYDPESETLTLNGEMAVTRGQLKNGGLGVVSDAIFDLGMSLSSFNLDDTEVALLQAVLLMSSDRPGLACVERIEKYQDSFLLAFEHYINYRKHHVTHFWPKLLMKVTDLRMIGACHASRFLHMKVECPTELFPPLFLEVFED
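TRb LBD 0.6 uM + Texas Red SRC2 peptide 20 nM, 1 uM T3, Tris buffer w/ 5% DMSO; compound pinned, 5 h RT; FP read ex 555/em 632; normalized to unbound and bound controls.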
RECQ1 helicase = qHTS Assay for Inhibitors of RecQ-Like Dna Helicase 1 (RECQ1). RECQ1 DNA unwinding, red fluorescence kinetic read. 240,000 tested, 0.54% active. AID 2549, 2010. ATP-dependent DNA helicase Q1 (Homo sapiens), P46063. Potency, µM (titrated, usually from 57.3 µM), without a hit: at the highest dose activity, negative = inhibition, most hits filed as inhibitors;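 further: plate controls were vehicle for no effect and no enzyme for full effect; nearly all actives have a fitted effect of over 30% in size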
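RECQ1T1 50 nM; forked duplex (20 bp + 30-nt ss tails) 200 nM, ATP 2 mM final; pH 8.0, 2 mM MgCl2, 2.5 ug/ml poly(dI-dC); 15 min compound preincubation; discontinuous kinetic read over 2 h at RT.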
RGS12 GoLoco inh = qHTS Assay for Inhibitors of RGS12 GoLoco Motif Activity (Red Fluorophore); Guanine nucleotide-binding protein G(i) subunit alpha-1 (Homo sapiens), P63096; Gai1:RGS12 GoLoco peptide FP, rhodamine, 10 min; Potency, µM (highest dose often 61.6 µM), for the others: top-dose activity, negative = inhibition, most hits filed as inhibitors; 230,000 tested, 0.44% active; active means well fitted inhibition curve with a large enough effect, not every such curve was filed as active; inactive means no such curve, though single readings can be large or run the other way; further: nearly all actives have a fitted effect of over 30% in size; many of its hits are not listed in these tables
Target sequence (P63096 whole entry, looked up): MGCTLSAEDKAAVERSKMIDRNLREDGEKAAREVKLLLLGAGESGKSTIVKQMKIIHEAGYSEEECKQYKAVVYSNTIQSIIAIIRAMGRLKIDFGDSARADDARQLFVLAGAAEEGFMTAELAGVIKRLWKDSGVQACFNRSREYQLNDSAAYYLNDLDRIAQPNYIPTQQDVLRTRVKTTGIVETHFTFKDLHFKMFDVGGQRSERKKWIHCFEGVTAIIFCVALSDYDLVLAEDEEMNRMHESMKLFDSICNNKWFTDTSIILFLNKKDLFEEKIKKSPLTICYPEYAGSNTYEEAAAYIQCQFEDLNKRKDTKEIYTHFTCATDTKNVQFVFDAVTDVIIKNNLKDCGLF
GAA spleen mod = qHTS Assay for Inhibitors and Activators of Human alpha-Glucosidase From Spleen Homogenate | AID 2112, 2009 | 240,000 tested, 0.006% active | human spleen homogenate, 4-MU-alpha-glucoside fluorescence | Potency, µM (titrated, usually from 79.9 µM), for inactives: at the highest dose activity change, negative = inhibition, most hits filed as inhibitors | Lysosomal alpha-glucosidase (Homo sapiens), P10253;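 further: 0% = enzyme with vehicle and -100% = no enzyme basal signal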
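AC50 values come from Hill-equation fits of concentration-response data, normalized to no-enzyme and full-activity controls. Enzyme source: 1 ug human spleen homogenate; 1 mM fluorogenic 4-MU glucoside, pH 5.0 citrate buffer, 37 C, 40 min.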
GAA glycogen = qHTS Assay for Inhibitors and Activators of Human alpha-Glucosidase Cleavage of Glycogen | Lysosomal alpha-glucosidase (Homo sapiens), P10253 | recombinant GAA, glycogen substrate, Amplex Red glucose oxidase fluorescence | Potency, µM (doses to about 76.4 µM), for the others: top-dose activity change, negative = inhibition, hits mostly inhibitors | 300,000 tested, 0.38% active | AID 2100, 2009;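 further: 0% = full enzyme reaction and -100% = no-enzyme basal signal; the screen sought inhibitors and activators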
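Recombinant human alpha-glucosidase (4 nM final) hydrolysed bovine liver glycogen (30 ug) for 40 min at 37 C in pH 5.0 citrate/phosphate with 0.01% Tween-20. Released glucose detected by glucose oxidase/Amplex Red, Ex 573/Em 610 nm. Compounds up to 77 uM; AC50 from Hill fits.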
GAA inh = qHTS Assay for Inhibitors of Human alpha-Glucosidase as a Potential Chaperone Treatment of Pompe Disease; purified human GAA, 4-MU-alpha-glucoside fluorescence; Potency, µM (highest dose often 76.9 µM), for the others: at the highest dose activity change, negative = inhibition, actives largely listed as inhibitors; AID 1466, 2008; Lysosomal alpha-glucosidase (Homo sapiens), P10253; 200,000 tested, 0.005% active;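 further: plate controls were uninhibited enzyme wells for no effect and no-enzyme background for full effect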
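Activity normalized between no-enzyme (basal) and enzyme-only wells. Conditions: 4 nM human enzyme, 400 uM fluorogenic substrate, citrate/phosphate pH 5.0 with Tween-20, 20 min room temperature, compounds up to 77 uM.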
* = called active by the depositor; i = inactive; ? = inconclusive; · = no result given; & = joins results of further samples; [ ] = another dose, or the depositor's remark. Unless noted, the call rests on the fitted dose curve; in most records, active means well fitted curve in the direction sought with a large enough effect; inconclusive means small, poorly fitted or top-dose-only effect, or another doubt; inactive means no such curve, though single readings can be large; an effect the other way counts as inactive or inconclusive. Unless noted, on the % scale 0 is the no-effect control and ±100 the full control effect; potency means the concentration at half of the fitted maximal effect.

nr	Molecule	L3MBTL1 inh	TexasRed fluor	TRb SRC2 PPI	RECQ1 helicase
1	COc1ccccc1CN(CC(=O)NCC1CCCO1)C(=O)CNS(=O)(=O)c1ccc(C)cc1 (stereo not drawn)	·	-4%	7%	-2%
2	COCc1[nH]nc2c1C(c1sccc1C)C(C#N)=C(N)O2 (stereo not drawn)	6%	-1%	-3%	-8%
3	Cc1ccc(-c2cccc(NC(=O)C3C4C=CC(C4)C3C(=O)O)c2)o1 (stereo not drawn)	·	0%	-1%	i
4	Cc1cccc(CCNS(=O)(=O)c2ccc(S(=O)(=O)NC3CCCC3)cc2)c1	·	-1%	5%	4%
5	Cc1ccc2nc(SCC(=O)c3c[nH]c4ccccc34)[nH]c2c1	-5%	-2%	2%	i
6	Cn1ncc(Cl)c1C(=O)Nc1cc(C(F)(F)F)ccc1F	-7%	0%	4%	2%
7	CC(C)CC(=O)Nc1cccc(-c2nc3ccccc3[nH]2)c1	·	0%&4%	-5%&-5%	-1%
8	Cc1ccc(NC(=O)C(=O)NN)cc1	-6%	3%	3%	i
9	CCCCOc1ccc(C(=O)NC)cc1	10%	-1%	1%	-14%
10	COc1ccc(C(C(=O)NC(C)C)N(C(=O)CCC(=O)Nc2nccs2)c2ccccc2F)cc1 (stereo not drawn)	-3%	0%[53 µM]	7%[53 µM]	11%

nr	RGS12 GoLoco inh	GAA spleen mod	GAA glycogen	GAA inh
1	-6%	-1%	2%	0%
2	9%	-3%	-2%	0%
3	8%	2%	-1%	-7%
4	10%	-9%	-13%	-8%
5	36%[activator]	4%	-5%	8%
6	4%	-8%	-2%	0%
7	7%	8%	-3%	·
8	6%	4%	-23%	-8%
9	4%	1%	-1%	11%
10	10%	-3%	11%	?

The listing continues.
nr	Molecule	L3MBTL1 inh	TexasRed fluor	TRb SRC2 PPI	RECQ1 helicase
11	Cc1nc2nc(CSc3nnc(C)s3)cc(=O)n2[nH]1	9%	3%	4%	-7%
12	CC(C)(C)c1ccc(C2CC2C(=O)N/N=C\c2ccc[nH]2)cc1 (stereo not drawn)	?	0%[53 µM]	5%[53 µM]	-9%
13	COCCNS(=O)(=O)c1ccc2c(c1)C(=O)c1cc(S(=O)(=O)NCCOC)ccc1-2	·	-6%	-4%	-6%
14	CCc1ccccc1N1C(=O)C2CC=CCC2C1=O (stereo not drawn)	0%	0%	-19%	i
15	CC(=O)c1c(C)n(-c2ccccc2)c2ccc(O)cc12	·	-6%	-5%	i
16	C/C(N)=C(/C#N)C(=O)COC(=O)CNS(=O)(=O)c1ccc(C)cc1	12%	1%	-6%	i
17	CC(C)(C)c1ccc(OC(=O)Nc2ccc(O)c(C(=O)O)c2)cc1	·	1%	2%	i
18	Cn1cccc1Cc1nnc(SCC(=O)NC2CCCC2)n1CCc1ccccc1	-2%	-4%	1%	-6%
19	CCSc1nnc(NC(=O)CSc2nnc(C)c(=O)n2N)s1	·	-4%	3%	-9%
20	Fc1ccc(-c2[nH]ncc2CN(CC2CCC2)CC2CCCO2)c(F)c1 (stereo not drawn)	8%	-5%	5%	i

nr	RGS12 GoLoco inh	GAA spleen mod	GAA glycogen	GAA inh
11	-12%	3%	0%	-3%
12	12%	-2%	-23%	8%
13	1%	12%	-4%	-2%
14	1%	-5%	5%	-7%
15	9%	-20%	-24%	-7%
16	1%	-4%	-7%	3%
17	4%[14.2 µM]	-1%	8%	·
18	5%	-3%	-13%	6%[15.4 µM]
19	-13%	-7%	10%	-2%
20	4%	-6%	-2%	-12%

Going on with the list:
nr	Molecule	L3MBTL1 inh	TexasRed fluor	TRb SRC2 PPI	RECQ1 helicase
21	Oc1nc(Nc2cccc(Cl)c2)sc1/C=C1\C=Nc2ccccc21	-7%	-14%	3%	-21%
22	CC1CCN(CC(=O)Nc2cc(C(F)(F)F)ccc2Cl)CC1	7%	-2%	-3%	-3%
23	COc1ccc(/C=N/NC(=O)CSc2n[nH]c(=O)[nH]c2=O)cc1	-3%	-6%	7%	-3%
24	c1cnc2c(c1)ncc1cscc12	-3%	1%	-6%	-4%
25	Cc1ccccc1Nc1nnc(SCc2nc3ccccc3c(=O)[nH]2)s1	14%	-2%	-1%	i
26	CCOc1ccccc1N1CCN(C(=S)NCc2ccc(Cl)cc2)CC1	-7%	-1%	-1%	i
27	COc1ccc(NC(=O)C2CC(c3cc(OC)c(OC)c(OC)c3)=NO2)cc1OC (stereo not drawn)	·	-1%	-6%	i
28	CCCCC(c1nnnn1CCOC)N1CCN(c2cccc(OC)c2)CC1 (stereo not drawn)	5%	-2%	1%	3%
29	CCOC(=O)c1nnc(-c2ccccc2)[nH]c1=O	3%	1%	6%	i
30	CC1CCN(CC(O)COCCC23CC4CC(CC(C4)C2)C3)CC1 (stereo not drawn)	·	3%	-6%	-3%

nr	RGS12 GoLoco inh	GAA spleen mod	GAA glycogen	GAA inh
21	·	-5%	4%	-4%
22	-1%	-18%	4%	1%
23	3%	0%	7%	0%
24	-3%	-14%	0%	-7%
25	5%	7%	20%	3%
26	6%	-20%	-17%	-12%
27	16%	0%	6%	2%
28	8%	6%	-4%	-4%
29	-1%	-6%	-1%	-5%
30	-1%	-3%	-3%	-6%

More records follow.
nr	Molecule	L3MBTL1 inh	TexasRed fluor	TRb SRC2 PPI	RECQ1 helicase
31	Cc1cc(CNCc2c(C(=O)N3CCCCCCC3)nc3ccc(Cl)cn23)nn1C	-1%	-1%	-5%	10%
32	O=C(O)C1CCCCC1C(=O)Nc1ccccn1 (stereo not drawn)	-5%	5%	3%	-5%
33	CCOC(=O)c1[nH]c2ccc(OC)cc2c1NC(=O)CN1CCc2ccccc2C1	-7%	-6%	-6%	-8%
34	CCC(=O)NCCc1c[nH]c2ccccc12	·	0%	-2%	12%
35	Cc1cnc(C(=O)Nc2ccc(C(=O)N(C)C3CCCCC3)cc2)cn1	3%	-4%	1%	-2%
36	COc1ccc(C2/C=C\CN(C(=O)C3CCCC3)[C@H](Cc3ccccc3)C(=O)N2Cc2ccc(F)cc2)cc1 (stereo partly drawn)	·	-1%	3%	-19%
37	CCOc1nc(OCC)nc(N2CCC(C)CC2)n1	55%[activator]	0%	1%	-3%
38	Clc1ccc(Cl)c(OCc2cc(-c3ccccc3Cl)on2)c1	-4%	1%	0%	3%
39	CCOc1ccc(CC(=O)NCc2cn3c(C)csc3n2)cc1	3%	-2%	-2%	i
40	O=C(O)c1cnn2c(C(F)(F)F)cc(-c3ccco3)nc12	-6%	-2%	-14%	-5%

nr	RGS12 GoLoco inh	GAA spleen mod	GAA glycogen	GAA inh
31	8%	-2%	13%	?
32	-4%	-3%	4%	-4%
33	5%	2%	-6%	9%
34	8%	-4%	14%	-4%
35	1%	1%	-14%	7%
36	14%	-13%	-3%	·
37	-10%	2%	-1%	-8%
38	6%	-16%	5%	2%
39	0%	-2%	7%	?
40	·	0%	11%	4%

New compounds follow
nr	Molecule	L3MBTL1 inh	TexasRed fluor	TRb SRC2 PPI	RECQ1 helicase
41	CCCN(CCC)CC(O)COc1ccc([N+](=O)[O-])cc1 (stereo not drawn)	-7%	2%	2%	3%
42	CN(C1CCCCC1)S(=O)(=O)c1ccc2c(c1)c(=O)c(C(=O)NCCCN1CCCC1)cn2C	·	-2%	-2%	-10%
43	N#CCOc1nc(N2CCCCC2)nc(N2CCCCC2)n1	18%	-2%	-6%	-12%
44	COc1ccc(OC)c(-n2c(SCC(=O)Nc3cccc(S(N)(=O)=O)c3)nc3ccccc3c2=O)c1	-16%	-1%	12%	-4%
45	COc1ccc(CC(=O)Nc2ccc(-c3ccc4nnc(C)n4n3)cc2)cc1OC	-3%	-2%	-5%	-2%
46	O=C(O)/C(=C\c1ccccc1OC(F)F)Sc1nnc(-c2ccc(F)cc2)o1	-7%	0%	-4%	i

nr	RGS12 GoLoco inh	GAA spleen mod	GAA glycogen	GAA inh
41	-10%	9%	-6%	-8%
42	-8%	10%	-18%	-4%
43	-14%	2%	-9%	-9%
44	26%	2%	0%	-12%[15.4 µM]
45	9%	10%	-17%	3%
46	2%	-2%	-4%	-2%

Looked up one by one from the list above (6):
nr	Molecule	L3MBTL1 inh	TexasRed fluor	TRb SRC2 PPI	RECQ1 helicase
42	CN(C1CCCCC1)S(=O)(=O)c1ccc2c(c1)c(=O)c(C(=O)NCCCN1CCCC1)cn2C	·	-2%	-2%	-10%
41	CCCN(CCC)CC(O)COc1ccc([N+](=O)[O-])cc1 (stereo not drawn)	-7%	2%	2%	3%
45	COc1ccc(CC(=O)Nc2ccc(-c3ccc4nnc(C)n4n3)cc2)cc1OC	-3%	-2%	-5%	-2%
44	COc1ccc(OC)c(-n2c(SCC(=O)Nc3cccc(S(N)(=O)=O)c3)nc3ccccc3c2=O)c1	-16%	-1%	12%	-4%
43	N#CCOc1nc(N2CCCCC2)nc(N2CCCCC2)n1	18%	-2%	-6%	-12%
46	O=C(O)/C(=C\c1ccccc1OC(F)F)Sc1nnc(-c2ccc(F)cc2)o1	-7%	0%	-4%	i

nr	RGS12 GoLoco inh	GAA spleen mod	GAA glycogen	GAA inh
42	-8%	10%	-18%	-4%
41	-10%	9%	-6%	-8%
45	9%	10%	-17%	3%
44	26%	2%	0%	-12%[15.4 µM]
43	-14%	2%	-9%	-9%
46	2%	-2%	-4%	-2%

This is a subset; count on the stated rates, not on these rows.
